# High-throughput results (PubChem BioAssay)
# Fam108B inh – mouse Fam108B serine hydrolase inhibitors, primary screen, counter-screen for RBBP9 inhibitor project, biochemical, fluorescence polarization | AID 1947, 2009 | 0.33% of 300,000 active | recombinant Fam108B, FP-Rh probe fluorescence polarization | inhibition, % at 9.51 µM;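 active = inhibition above the screen mean inhibition plus 3 SD, computed separately per campaign, cut at about 18% in these data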;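 note: inhibitors lower polarization as less probe binds the enzyme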
# PME-1 primary – PME-1 inhibitors via competitive probe labeling, primary screen, biochemical, fluorescence polarization, FP-Rh probe, HTS; 0.53% of 320,000 active; inhibition, % at 5.9 µM; recombinant PME-1;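 active = inhibition above the campaign mean of all compounds plus 3 SD, cut at about 26% in these data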;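 note: competitive labeling of PME-1 active site by serine hydrolase directed probe; 0% = PME-1 with DMSO and 100% = wells lacking PME-1 enzyme; inhibitors block probe labeling so polarization falls and inhibition rises; many of its hits are not listed in these tables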
# AHR activator – AHR activators, primary screen, cell-based, luminescence, luciferase reporter, human. Aryl hydrocarbon receptor (Homo sapiens), P35869. activation, % at 5 µM. AID 2796, 2010. AHR-responsive luciferase reporter cells. 2.5% of 320,000 active; in the data active = activation above about 47%;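 note: 0% = vehicle wells and 100% = reference agonist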
# Target sequence (P35869 whole entry, looked up): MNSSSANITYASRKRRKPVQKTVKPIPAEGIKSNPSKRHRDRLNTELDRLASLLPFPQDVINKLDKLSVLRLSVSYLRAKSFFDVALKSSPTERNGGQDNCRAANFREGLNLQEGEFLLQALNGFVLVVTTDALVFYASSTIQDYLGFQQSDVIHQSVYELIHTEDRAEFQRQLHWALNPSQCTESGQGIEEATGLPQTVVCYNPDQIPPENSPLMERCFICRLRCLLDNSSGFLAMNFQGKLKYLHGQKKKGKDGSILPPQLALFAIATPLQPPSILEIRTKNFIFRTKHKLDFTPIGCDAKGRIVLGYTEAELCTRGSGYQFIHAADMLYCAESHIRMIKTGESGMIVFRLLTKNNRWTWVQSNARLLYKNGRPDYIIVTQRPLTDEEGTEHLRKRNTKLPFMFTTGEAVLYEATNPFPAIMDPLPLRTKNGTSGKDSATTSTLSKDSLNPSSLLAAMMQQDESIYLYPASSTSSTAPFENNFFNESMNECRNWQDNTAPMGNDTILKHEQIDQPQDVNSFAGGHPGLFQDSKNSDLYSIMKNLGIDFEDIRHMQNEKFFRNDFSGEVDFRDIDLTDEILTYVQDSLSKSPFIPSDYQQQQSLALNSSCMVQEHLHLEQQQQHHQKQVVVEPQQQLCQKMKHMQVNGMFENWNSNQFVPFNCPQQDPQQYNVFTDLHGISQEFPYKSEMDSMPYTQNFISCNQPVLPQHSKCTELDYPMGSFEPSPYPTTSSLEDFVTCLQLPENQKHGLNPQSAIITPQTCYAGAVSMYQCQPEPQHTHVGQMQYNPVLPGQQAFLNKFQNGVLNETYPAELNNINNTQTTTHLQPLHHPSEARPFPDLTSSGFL
# MEX-5 binding – MEX-5 zinc finger RNA-binding disruptors – biochemical, C. elegans, fluorescence polarization, MLPCN library, primary screen; Zinc finger protein mex-5 (Caenorhabditis elegans), Q9XUB2; MEX-5/FITC-TCR2 RNA binding; stronger effect = lower value; activity score (negative = inhibition of binding), % at 10 µM; 0.38% of 300,000 active; AID 1832, 2009;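 active = inhibition past about -25% in most replicates, and total fluorescence under double the plate's negative control median, limit read from the data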;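 note: 0% = DMSO and -100% = 5 µM competing unlabeled TCR2 RNA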
# pPAFAH FP inh – pPAFAH enzyme inhibitors, primary screen, biochemical, fluorescence polarization, human; Platelet-activating factor acetylhydrolase (Homo sapiens), Q13093; recombinant pPAFAH, FP-rhodamine probe fluorescence polarization; inhibition, % at 3.39 µM; 1.5% of 330,000 active; AID 463082, 2010;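 active = inhibition above the mean inhibition across the screen plus 3 SD, cut at about 25% in these data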;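 note: inhibitors block binding of the rhodamine activity-based probe so polarization drops; 0% = enzyme with DMSO and 100% = wells lacking pPAFAH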
# PAFAH1B2 inh – PAFAH1B2 enzyme inhibitors, primary screen, biochemical, fluorescence polarization, human. Platelet-activating factor acetylhydrolase IB subunit alpha2 (Homo sapiens), P68402. recombinant PAFAH1B2, FP-rhodamine activity probe. inhibition, % at 3.39 µM. 1.2% of 340,000 active;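 active = inhibition above the mean of all tested compounds plus 3 SD, cut at about 24% in these data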;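 note: 0% = enzyme with DMSO and 100% = wells lacking PAFAH1B2; many of its hits are not listed in these tables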
# Bcl-xL primary – inhibitors of human Bcl-xL, primary screen, biochemical, fluorescence polarization, HTS; Bcl-2-like protein 1 (Homo sapiens), Q07817; GST-Bcl-xL / FITC-Bim BH3 peptide fluorescence polarization; inhibition, % at 10.9 µM; 0.7% of 320,000 active; AID 2129, 2009;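 active = inhibition above the mean of all tested compounds plus 3 SD, cutoff set per campaign, cut at about 30% in these data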;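 note: 0% = DMSO wells and 100% = unlabeled Bim-BH3 peptide competitor; inhibitors lower millipolarization by displacing the labeled peptide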
# Target sequence (Q07817 whole entry, looked up): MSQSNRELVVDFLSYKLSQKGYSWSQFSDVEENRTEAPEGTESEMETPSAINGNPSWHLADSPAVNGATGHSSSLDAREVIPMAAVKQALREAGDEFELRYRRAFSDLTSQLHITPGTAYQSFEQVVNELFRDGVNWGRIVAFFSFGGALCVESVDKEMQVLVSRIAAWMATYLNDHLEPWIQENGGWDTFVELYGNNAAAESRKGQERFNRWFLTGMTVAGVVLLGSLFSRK
# MCL1-BIM inh – inhibitors of MCL1 binding to BIM-BH3, primary screen, biochemical, fluorescence polarization. inhibition, % at 10.9 µM. 0.68% of 320,000 active. Induced myeloid leukemia cell differentiation protein Mcl-1 (Homo sapiens), Q07820. GST-MCL1 / FITC-Bim-BH3 fluorescence polarization;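 active = inhibition above the mean inhibition of all tested compounds plus 3 SD, set per campaign, cut at about 40% in these data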;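 note: 0% = DMSO wells and 100% = unlabeled Bim-BH3 peptide control; higher means more loss of mP so more displacement of Bim peptide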
# GLD-1 RNA inh – GLD-1/TGE RNA complex disruptors, primary screen, biochemical, fluorescence polarization | inhibition, % at 5.96 µM | 0.44% of 320,000 active | purified GLD-1 + fluorescein TGE RNA | AID 2280, 2010 | Female germline-specific tumor suppressor gld-1 (Caenorhabditis elegans), Q17339;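 active = percent inhibition above a per-plate cutoff, the plate mean of test compounds plus 3 SD, cut at about 30% in these data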;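 note: 0% = DMSO wells with GLD-1 and probe and 100% = wells lacking GLD-1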
# The depositor's hits bear a star; / = no result given. This is a subset, so the mix of outcomes need not match the whole.
SMILES,Fam108B inh,PME-1 primary,AHR activator,MEX-5 binding,pPAFAH FP inh,PAFAH1B2 inh,Bcl-xL primary,MCL1-BIM inh,GLD-1 RNA inh
CC(=O)c1cc2c(cc1NC(=O)c1ccco1)OCCO2,-1,3,23,0.6,3,0,0,-4,5
COc1ccccc1N1C(=O)C2CCC(c3ccccc3)CC2C1=O (stereo unspecified),1,-3,-1,-0.7,2,-2,2,2,-1
Cc1ccc(NC(=O)c2c(-c3c(F)cccc3Cl)noc2C)cc1F,1,-5,4,-3.1,3,8,6,1,3
O=c1c2sccc2n(Cc2cc(=O)n3ccccc3n2)c(=O)n1-c1ccccc1,3,8,3,1.5,-3,-3,1,-1,6
CCCOc1ccc(N2C(=O)CC(N3CCN(c4ccccc4OC)CC3)C2=O)cc1 (stereo unspecified),2,-2,1,1.8,1,2,6,2,-1
OCC(O)/C=N/Nc1nc(N2CCCCC2)nc(N2CCCCC2)n1 (stereo unspecified),4,-3,6,-0.7,-1,1,6,5,0
O=C(NCc1ccccc1Cl)C1CCN(S(=O)(=O)c2ccc(-n3cnnn3)cc2)CC1,-2,5,-1,1.2,6,6,5,4,-5
O=C(C[C@H]1C/C=C\CCC(=O)OC[C@H]2CCCN2C1=O)NCCO,/,/,0,/,1,0,/,/,2
CCCC/C(C)=N\NC(=O)CNS(=O)(=O)c1ccc([N+](=O)[O-])cc1,1,6,5,-4.4,1,3,8,3,-2
O=C(NCCc1ccccc1)c1ccnc(/C=N/O)c1,6,2,1,1.0,1,5,9,1,1
CCOc1cnc(-c2c(-c3c(Cl)cccc3Cl)noc2C)o1,2,1,-3,0.1,5,5,2,4,8
Cc1ccc2nc3c(cc(C(=O)NCCc4ccccc4)c(=N)n3CCN3CCOCC3)c(=O)n2c1,0,1,27,-1.3,0,6,8,10,-2
CSc1nc2n(n1)C(c1cc(Br)ccc1F)C(C(=O)N(C)C)=C(C)N2 (stereo unspecified),1,-3,3,-0.9,-6,1,-1,-8,-3
Nc1cccc(S(=O)(=O)Nc2ccc(Br)cc2)c1,0,10,1,-1.7,24,11,-4,-5,-2
CCCS(=O)(=O)c1nc(S(=O)(=O)c2ccc(C)cc2)c(NCc2ccc3c(c2)OCO3)s1,1,-5,2,-1.1,3,4,1,1,-2
Cc1cc(C)n(Cc2cccc(F)c2)c(=O)c1C#N,1,2,0,2.0,0,4,0,3,3
CN1CCN(C2OC(=O)c3ccccc32)CC1 (stereo unspecified),1,-3,-4,-1.0,4,1,5,2,7
O=C(CSC1=Nc2ccccc2C2=NC(CC(=O)NC3CCCCC3)C(=O)N12)NCc1ccco1 (stereo unspecified),-3,0,2,-13,5,3,61*,63*,35*
O=C(CSc1nc2ccccc2n1Cc1ccc(Cl)cc1)N/N=C/c1ccccc1C(=O)O,-5,-13,0,-1.2,0,3,7,3,-1
COc1ccc(S(=O)(=O)NC2CC(=O)N(c3ccc(C)c(C)c3)C2)cc1C (stereo unspecified),1,10,-1,4.1,0,7,-4,0,5
O=C(Nc1ccc(Nc2ccccc2)cc1)c1cccc(F)c1,6,12,-2,-0.7,8,-1,0,-1,12
CN(CC(=O)Nc1cccc(S(=O)(=O)NC2=NCCC2)c1)Cc1ccccc1Cl,/,-10,1,/,3,4,3,6,5
CC(NC(=O)Nc1ccc(F)cc1)c1ccc2c(c1)OCO2 (stereo unspecified),-4,4,4,1.1,3,2,4,-3,3
Cc1cc(NC(=O)C(C)SCC(=O)OC(C)C(=O)Nc2cccc(C#N)c2)no1 (stereo unspecified),-5,-2,-1,-0.2,5,-5,-14,-22,3
O=C(c1cc(C(=O)N2CCOCC2)c2nc3ccccc3n2c1)c1ccccc1O,7,-3,0,-2.1,4,/,5,0,3
CCCCOC(=O)Cn1c(=O)n(CC(=O)OCCCC)c2cc(C)ccc21,1,-4,1,0.9,0,3,1,-2,4
Cc1cc(-c2ccc(C)c(S(=O)(=O)Nc3cccc(CN4CCCC4)c3)c2)on1,2,1,1,-0.6,1,3,10,10,-6
CS(=O)(=O)N(CC(=O)NCCSCc1cccc(Cl)c1)c1ccc(F)cc1,-1,3,3,-4.2,-1,6,0,-1,8
Cc1ccc(CS(=O)(=O)c2ncc(Cl)c(C(=O)Nc3nnc(C)s3)n2)cc1,0,-12,-1,-3.3,2,3,5,8,0
Cn1c(CCNC(=O)c2cccs2)nnc1SCC(=O)N1CCN(c2ccccc2)CC1,0,2,0,-0.3,-2,4,4,-6,3
COc1cc(C(=O)OCCN2CCOCC2)cc(OC)c1OC,1,-4,0,-1.2,-2,-2,8,4,1
COc1ccc(N2C(=O)CCC(C(=O)Nc3ccccn3)C2c2ccc(OC)c(OC)c2)cc1 (stereo unspecified),-3,-3,0,3.5,1,6,2,3,8
COc1ccc(-c2nc3c(=O)n(C)c(=O)[nH]c3n2CCc2ccccc2)cc1,-1,-3,-1,-0.4,2,-1,0,-8,3
CCCSc1nc(NCc2ccco2)c2c3c(sc2n1)COC(C)(CC)C3 (stereo unspecified),-8,-9,2,-0.7,10,0,10,7,5
Cc1nnc(NC(=O)CSc2nc(CC(C)C)nc3c2c(=O)n(C)c(=O)n3C)s1,0,-1,0,-0.5,2,-3,0,-4,-14
COCCN1Cc2cccc(C(=O)NCCc3ccccc3)c2C1=O,-3,1,-2,-0.6,4,-1,3,-2,-5
Cc1ccc(C(=O)NCCSC(C)(C)C)cc1[N+](=O)[O-],1,3,3,-2.1,2,1,0,2,5
COc1ccc(C(C(=O)Nc2ccc3c(c2)OCO3)N(C)C(=O)Cc2c[nH]c3ccccc23)cc1 (stereo unspecified),-1,-2,13,2.4,12,-4,0,-3,5
COc1ccc(-c2cnnn2-c2ccc(NC(=O)c3ccc(S(=O)(=O)N4CCCCC4)cc3)cc2)cc1,-37,-58,14,-0.5,-18,-26,1,-6,-2
COc1ccc(CC(=O)Nc2ccc(S(=O)(=O)N(C)C3CCN(C)CC3)cc2)cc1,/,-1,0,/,6,6,-9,-15,3
COc1ccc(C)cc1N1C(=N)/C(=C2/Nc3ccccc3S2)C(c2ccccc2)C1=O (stereo unspecified),9,2,13,/,8,2,5,4,2
Cc1ccccc1N1C(=O)CC(Nc2ccc3c(c2)OCO3)C1=O (stereo unspecified),-1,2,20,-0.6,1,0,10,23,-6
COCCN(C(=O)COC(=O)c1ccco1)c1c(N)n(Cc2ccccc2)c(=O)[nH]c1=O,0,-2,-1,0.1,4,5,1,0,0
COc1ccc(N2CCN(C(=O)CSc3nnc4c(C)cc5c(C)cc(C)cc5n34)CC2)cc1,0,-3,-1,1.1,3,4,2,-6,-1
O=C(Nc1cccc(NC(=O)c2cccnc2)c1)c1cccnc1,-2,-1,41,-0.1,3,-6,2,6,-1
CCCCC(CC)CNC(=O)C1CC=CCC1C(=O)O (stereo unspecified),-3,5,1,1.4,-1,23,7,5,5
N#CNC(=Nc1cccc(C(F)(F)F)c1)SCc1ccc(C(=O)O)cc1,7,-2,5,-4.7,-2,5,7,5,1
Cc1cc(O)c(C(C)C)cc1NC(=O)c1ccc(Cl)cc1,-1,7,1,-2.6,3,-1,8,3,3
Cc1ccc(C)c(NC(=S)NC(NC(=O)Cc2cccc3ccccc23)C(Cl)(Cl)Cl)c1 (stereo unspecified),-30,-18,2,-2.2,-1,-12,2,3,0
C=CCn1c(SCc2nc3ccccc3c(=O)[nH]2)nc2ccccc2c1=O,0,-6,60*,-1.2,0,3,0,-8,4
COC(=O)c1ccc(COc2ccccc2/C=C(\C#N)C(=O)Nc2c(C)cccc2C)cc1,-52,-69,1,-0.5,-15,-17,7,3,7
CCOc1ccccc1CNn1cnnc1,1,-3,-2,0.0,-6,4,1,-5,9
C/C(=N\NC(=O)C1(C)CC1(Br)Br)c1ccc(C)cc1C (stereo unspecified),-5,4,0,-0.1,4,10,-2,1,-4
CN(C)C=NC(=O)c1cc(C(=O)c2ccc(F)cc2)c[nH]1,6,-4,3,2.3,4,-2,8,3,-2
COCc1cc(C)nc(OCC(=O)N/N=C/c2ccc(OC)c(OC)c2)c1C#N,-1,0,63*,0.7,2,3,9,4,2
CC1=NN(C(=O)c2ccc(Cn3cc(Br)c([N+](=O)[O-])n3)o2)C(O)(C(F)(F)F)C1 (stereo unspecified),3,10,3,1.8,0,2,2,4,-7
CC(C)(C)C(=O)/C(C#N)=C/c1cccs1,1,3,0,0.1,2,4,6,7,-1
Cc1noc(C)c1-c1nc(CS(=O)(=O)c2ccc(F)cc2)no1,-2,-5,-2,-1.3,1,/,1,-1,4
c1ccc(-n2nnnc2-n2nnc3ccccc32)cc1,2,-1,-2,2.2,-1,1,2,4,-3
O=C(CN(C(=O)c1csnn1)c1cccc(F)c1)NC1CCCC1,-5,-2,3,-2.4,-5,5,-8,-10,-3

# Structures listed so far shown as hits in Bcl-xL primary.
compound | PME-1 primary | AHR activator | MEX-5 binding | pPAFAH FP inh | PAFAH1B2 inh | Bcl-xL primary | MCL1-BIM inh | GLD-1 RNA inh
O=C(CSC1=Nc2ccccc2C2=NC(CC(=O)NC3CCCCC3)C(=O)N12)NCc1ccco1 (stereo unspecified) | 0 | 2 | -13 | 5 | 3 | 61* | 63* | 35*

# (continued)
SMILES,Fam108B inh,PME-1 primary,AHR activator,MEX-5 binding,pPAFAH FP inh,PAFAH1B2 inh,Bcl-xL primary,MCL1-BIM inh,GLD-1 RNA inh
CC(C)Cn1cc(C(=O)NCc2cccs2)c2c3ccccc3n(C)c2c1=O,-5,1,11,0.8,7,-4,-2,3,3
Cc1ccc2c(c1)NC(=O)C(CC(=O)NCc1ccc(F)cc1)O2 (stereo unspecified),-4,-3,3,0.0,1,5,0,1,-3
Cc1cc(N2CCOCC2)nc2ccc(NC(=O)CCC(=O)N3CCN(c4cccc(C(F)(F)F)c4)CC3)cc12,4,9,12,-3.1,5,5,-3,3,-2
Cc1cc2c(=O)oc(-c3ccc(F)cc3)nc2s1,-13,-16,2,1.0,23,-5,5,2,-2
CSc1nc(S(=O)(=O)c2ccc(C)cc2)c(Cl)s1,0,4,-1,0.7,-1,-1,0,3,5
Cc1noc(C)c1CSCC(=O)OCC(=O)N1CC(=O)Nc2ccccc21,-5,0,7,2.2,2,-1,4,1,-5
CC(=O)Nc1ccc(-c2csc(N/N=C\c3ccncc3)n2)cc1,4,-4,61*,2.6,18,/,3,-5,2
O=C(OC1CCOC1=O)c1ccc(Cl)c(S(=O)(=O)N2CCOCC2)c1 (stereo unspecified),/,3,-1,/,5,2,-6,6,2
COc1ccc(S(=O)(=O)N2CCc3ccccc32)cc1C(=O)OCc1c(C)noc1C,4,6,3,-3.2,11,8,0,2,-4
CC(C)CCN(C(=O)c1ccccn1)c1c(N)n(Cc2ccccc2)c(=O)[nH]c1=O,/,/,0,/,3,0,/,/,0
